Compound activity: PubChem, National Center for Advancing Translational Sciences (NCATS)
LmPK inh = blocks Leishmania mexicana pyruvate kinase activity. Q27686. purified LmPK, Kinase-Glo ATP luminescence, 1 h. Potency, µM (titrated, usually from 57.5 µM), for inactives: top-dose activity change, negative = inhibition, most hits filed as inhibitors. 290,000 compounds, 0.37% hits. AID 1721; note: potency is the fitted concentration of half-maximal effect
Target sequence (Q27686 whole entry, looked up): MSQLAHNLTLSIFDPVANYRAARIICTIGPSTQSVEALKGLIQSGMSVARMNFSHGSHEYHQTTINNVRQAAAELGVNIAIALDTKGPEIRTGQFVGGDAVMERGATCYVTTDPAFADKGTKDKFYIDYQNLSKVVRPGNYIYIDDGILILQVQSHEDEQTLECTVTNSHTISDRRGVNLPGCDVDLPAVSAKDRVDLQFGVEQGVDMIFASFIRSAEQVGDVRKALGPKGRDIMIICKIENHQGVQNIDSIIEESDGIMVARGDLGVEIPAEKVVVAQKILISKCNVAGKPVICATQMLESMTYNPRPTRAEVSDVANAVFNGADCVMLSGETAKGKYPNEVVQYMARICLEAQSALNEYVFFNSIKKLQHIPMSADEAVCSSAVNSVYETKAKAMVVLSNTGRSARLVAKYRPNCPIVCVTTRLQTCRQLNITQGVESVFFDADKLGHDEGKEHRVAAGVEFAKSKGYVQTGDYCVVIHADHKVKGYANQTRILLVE
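qHTS format; LmPK 0.1 nM; substrates PEP 0.5 mM and ADP 0.1 mM. One-hour room-temperature incubation, then coupled luciferase luminescence; 0.5 nM enzyme wells mark activation.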
AMA1 RON2 block = disrupts binding of P. falciparum AMA1 to RON2; AID 720542; 360,000 compounds, 0.2% hits; AlphaScreen AMA1-biotinylated RON2 peptide binding; Potency, µM (doses to about 58.2 µM), for inactives: at the highest dose activity change, negative = inhibition, actives largely listed as inhibitors;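 note: potency is the fitted concentration of half-maximal effect; 0% = vehicle wells and -100% = peptide control; nearly all actives have a fitted effect of over 45% in size; some results filed as inactive show a strong effect at the top dose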
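AMA1 (3D7) with his tag at 25 nM final met compounds first, then biotinylated RON2 peptide at 25 nM; detection used donor plus acceptor beads, 10 µg/mL apiece, read by AlphaScreen after 30 min at room temperature.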
Tb PYK inh = inhibitors of Trypanosoma brucei pyruvate kinase. Q57TT1. TbPYK enzyme, Kinase-Glo Plus ATP luminescence, 45 min. Potency, µM (titrated, usually from 76.8 µM), without a hit: top-dose activity, negative = inhibition, usual class: inhibitors. 410,000 compounds, 0.12% hits. AID 624173; note: potency is the fitted concentration of half-maximal effect; nearly all actives have a fitted effect of over 50% in size
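In this concentration-response screen, enzyme-free wells defined baseline while DMSO plates tracked drift. Each reaction combined TbPYK, substrate, compound and 130 uM ADP for 45 min at room temperature. Kinase-Glo Plus luminescence gave the signal.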
HCMV inh = human cytomegalovirus inhibition. HFF cells, HCMV-luciferase reporter, 72 h; hits give low values. activity change, negative = inhibition, % at 57.5 µM. 410,000 compounds, 4.5% hits. AID 1259415; in the data active = activity change below about -60%; inconclusive = no clear call, values can overlap the other calls; inactive = above about -39%
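Cell-based, HFFs, 1000 cells/well, 16 h 37C; cpds in DMSO + HCMV-luc, MOI 1 PFU/cell; 72 h 37C; OneGlo luminescence after 5 min RT; norm. to buffer vs Salinomycin 10uM.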
AmpC no deterg = inhibitors of E. coli AmpC beta-lactamase without detergent; 330,000 compounds, 0.52% hits; AmpC nitrocefin hydrolysis, absorbance 480 nm, 0.0001% Triton; P00811; Potency, µM (top dose mostly 57.1 µM), without a hit: at the top dose activity change, negative = inhibition, most hits filed as inhibitors;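 note: potency is the fitted concentration of half-maximal effect; plate controls were no compound for no effect and no enzyme for full effect; nearly all actives have a fitted effect of over 20% in size; some results filed as inactive show a strong effect at the top dose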
Target sequence (P00811 whole entry, looked up): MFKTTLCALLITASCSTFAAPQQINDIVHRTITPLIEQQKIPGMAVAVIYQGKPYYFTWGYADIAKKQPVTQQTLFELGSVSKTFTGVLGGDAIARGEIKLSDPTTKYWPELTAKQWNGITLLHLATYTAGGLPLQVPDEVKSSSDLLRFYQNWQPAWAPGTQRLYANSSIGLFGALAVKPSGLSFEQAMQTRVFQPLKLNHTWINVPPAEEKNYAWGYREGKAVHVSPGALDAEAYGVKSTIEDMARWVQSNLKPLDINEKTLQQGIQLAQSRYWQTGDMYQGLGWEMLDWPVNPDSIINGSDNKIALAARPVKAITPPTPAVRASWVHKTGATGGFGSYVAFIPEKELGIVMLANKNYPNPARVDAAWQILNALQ
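AmpC (5.3 nM in the dispensed reagent) in 20 mM phosphate pH 7.0 with 0.01% (detergent screen) or 0.0001% Triton X-100 was preincubated with compounds for 15 min at room temperature. Nitrocefin was then added from an 800 uM solution, and hydrolysis was followed at 480 nm.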
AmpC detergent = inhibitors of E. coli AmpC beta-lactamase with detergent; 370,000 compounds, 0.041% hits; Potency, µM (doses to about 114 µM), without a hit: at the top dose activity change, negative = inhibition, actives largely listed as inhibitors; AmpC hydrolysis of nitrocefin, absorbance 480 nm, 0.01% Triton; AID 485294;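 note: potency is the fitted concentration of half-maximal effect; 0% = no-compound wells and -100% = no-enzyme wells; nearly all actives have a fitted effect of over 25% in size; some results filed as inactive show a strong effect at the top dose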
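AmpC (5.3 nM in the dispensed reagent) in 20 mM phosphate pH 7.0 with 0.01% (detergent screen) or 0.0001% Triton X-100 was preincubated with compounds for 15 min at room temperature. Nitrocefin was then added from an 800 uM solution, and hydrolysis was followed at 480 nm.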
Sm TGR block = inhibitors of Schistosoma mansoni thioredoxin glutathione reductase | AID 485364 | 360,000 compounds, 3% hits | Q962Y6 | purified TGR, DTNB reduction, TNB absorbance 405 nm | Potency, µM (highest dose often 114 µM), inactives show at the highest dose activity change, negative = inhibition, usual class: inhibitors; note: potency is the fitted concentration of half-maximal effect; nearly all actives have a fitted effect of over 60% in size
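TGR 20 nM + NADPH 100 uM (dispensed conc.), cpd preinc 15 min RT; start with NADPH (500 uM addition) then DTNB (15 mM addition). Kinetic TNB absorbance, 405 nm filter. Four-parameter Hill fit across titration.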
* = called active by the depositor; u = inconclusive; x = no result given; [ ] = remark or other dose. Unless noted, calls come from the whole dose curve; as a rule, active = well fitted curve in the direction sought with a large enough effect; inconclusive = small, poorly fitted or top-dose-only effect, or another doubt; inactive = no such curve, though single readings can be large; an effect the other way counts as inactive or inconclusive. Unless noted, % is set by controls: 0 for no effect and ±100 for the full control effect. Outcome played no part in choosing rows. Share with any hit: about 7.4%.

mol	LmPK inh	AMA1 RON2 block	Tb PYK inh	HCMV inh	AmpC no deterg	AmpC detergent	Sm TGR block
COc1ccc(CNCCC(c2ccc(OC)cc2)c2ccccc2OC)cc1 (stereo not drawn)	-2.2%	4.7%	-1.9%	u	1.3%	-2.3%	-20.5%
COc1ccc(Nc2ncnc3sc(-c4ccccc4)cc23)c(OC)c1	2.8%	26.3%	2.2%	-34.7	-20.9%	3.0%	-5.4%
Cc1ccc(C)c(S(=O)(=O)c2c(C)cc(C)nc2Cl)c1	-3.5%	4.6%	0.1%	1.0	-0.7%	-0.5%	0.0%
C[C@H](NC(=O)[C@@H]1CCC(=O)N1Cc1ccco1)c1ccccc1	1.7%	0.0%	0.8%	-2.6	-2.0%	-2.5%	50.1µM*
O=C(Nc1nnc(C2CC(=O)N(c3ccc(Cl)cc3)C2)s1)c1ccco1 (stereo not drawn)	x	x	-1.3%	5.8	x	24.0%	2.4%
O=C1c2ccccc2C(c2nnnn2-c2ccc3ccccc3c2)N1C1CC1 (stereo not drawn)	x	1.2%	-6.0%	12.7	x	x	x
COC(=O)C1=C(C)Nc2nc3ccccc3n2C1c1ccccc1F (stereo not drawn)	-1.8%	2.2%	-2.4%	-3.3	-9.6%	2.1%	-5.0%
CSc1ccc(CN(C)C(=O)c2ccc(S(=O)(=O)Nc3ccccc3)cc2)cc1	x	-28.2%	-2.8%	-29.8	-12.7%	-3.6%	-7.5%
CCCOc1ccc(/C=N/Nc2ccccc2[N+](=O)[O-])c(O)c1	-14.3%	-16.4%	u	u	-25.7%	5.1%	-3.7%
CC1(C)Cc2c(sc3c2c(=N)n(Cc2ccco2)c(=O)n3Cc2ccc(F)cc2)CO1	-0.5%	-14.1%	-2.8%	-15.1	60.1%[activator]	2.3%	0.0%
COC(=O)c1cc(NC(=O)CN2CCC(C(N)=O)(N3CCCCC3)CC2)cc(C(=O)OC)c1	-2.5%	-9.7%	3.0%	40.0	-7.3%	3.3%	3.3%
CCCn1nc(NC(=O)CC)c2cc3cccc(C)c3nc21	2.6%	66.8%[activator]	-0.8%	u	24.2%	5.9%	1.5%
CC1CN(Cc2cc(=O)oc3cc(O)c(Cl)cc23)CC(C)O1 (stereo not drawn)	3.2%	-3.3%	1.7%	u	-14.4%	-9.7%	-7.8%
CCn1c(SCC(=O)c2c(N)n(C3CC3)c(=O)[nH]c2=O)nnc1-c1ccccc1OC	x	13.5%	-18.2%	0.7	-11.7%	-4.8%	-5.5%
O=S(=O)(Nc1ccc(O)cc1)c1cccc2cccnc12	3.3%	-1.9%	-6.0%	-11.7	-35.7%	-4.6%	6.1%
O=C(c1cccs1)N1CCc2ccccc2C1	0.1%	-9.0%	-0.8%	u	-6.3%	-6.3%	5.7%
O=C(Cc1ccsc1)NCC(=O)Nc1ccccc1Br	x	-0.9%	4.6%	18.0	-24.8%	x	x
O=C(c1cc2c(s1)-c1ccccc1S(=O)(=O)C2)N1CCN(Cc2ccccc2)CC1	15.0%	-8.2%	1.3%	-73.8*	44.0%	-15.7%	-8.4%
O=C(CCc1nnc(CCCCc2ccccc2)o1)N1CCN(CCO)CC1	-1.2%	-16.7%	1.3%	-12.7	19.9%	-3.8%	-5.4%
CCCCCn1c(CNC(=O)CCC)nc2ccccc21	4.3%	-9.1%	6.1%	18.2	19.2%	u	-0.2%
COc1ccc(C(C)NC(=O)c2ccccc2Cl)cc1OC (stereo not drawn)	1.7%	-2.8%	-1.0%	-7.7	-12.6%	2.4%	u
COc1ccccc1CN1CC(C(=O)N(C)Cc2ccncc2C)CCC1=O (stereo not drawn)	-4.9%	5.0%	3.1%	x	10.9%	5.3%	-15.3%
OC[C@@H]1CN(Cc2ccc(-c3ccccc3)cc2)C[C@H](n2cnc3c(Nc4ccccc4)ncnc32)O1	x	-12.2%	-0.6%	-64.8*	x	x	x
O=C(c1cc(-c2cccs2)on1)N1CCCCC1	-28.9%	-5.8%	5.8%	34.6	-15.4%	2.4%	0.6%
COCCNc1nnc(SCC(=O)c2cc(C)n(C3CC3)c2C)s1	x	-1.2%	3.1%	-8.3	x	x	x
O=C(NCc1ccc(Cl)cc1)c1cnc2sc(N3CCOCC3)nn2c1=O	x	x	-7.3%	3.4	x	1.9%	6.4%
CCC(CC)c1nnc(NC(=O)C2=COCCO2)s1	x	8.9%	7.4%	-2.0	-5.2%	-0.5%	-1.3%
CCCOc1ccc(NC(=O)CC2C(=O)N(Cc3ccccc3)C(=S)N2Cc2cccs2)cc1 (stereo not drawn)	1.1%	5.3%	2.0%	-15.8	-57.6%	0.5%	-0.2%
Cc1cc(Cl)c(C)c(S(=O)(=O)N2CCN(C(=O)C3CCCO3)CC2)c1Cl (stereo not drawn)	x	-16.1%	-8.4%	3.2	-13.4%	-2.6%	-11.0%
CC(C)CCN1CCNC(=O)C1CC(=O)NCCCN1CCOCC1 (stereo not drawn)	5.1%	27.8%	6.3%	0.7	11.1%	-8.0%	0.0%

(cont.)
Values run as follows: LmPK inh | AMA1 RON2 block | Tb PYK inh | HCMV inh | AmpC no deterg | AmpC detergent | Sm TGR block
- CCCCc1nc(NCc2ccccc2)c(C#N)c2c1CCCC2
    -10.4% | -11.8% | -7.0% | u | -25.4% | -14.7% | -1.2%
- CCC12CN(C(=O)c3ccc(C)cc3)CC(CC)(CN(C(=O)c3ccc(C)cc3)C1)C2=O
    3.5% | 0.5% | 2.5% | -20.0 | 2.2% | 5.0% | 7.4%
- COc1ccc2c(c1O)C(=O)c1ccccc1C2=O
    -7.2% | x | x | x | -6.0% | 4.9% | -1.1%
- C[C@@H]1CN([C@@H](C)CO)C(=O)CCCn2cc(nn2)CO[C@H]1CN(C)S(=O)(=O)c1ccc(Cl)cc1
    x | 24.4% | -3.2% | -4.5 | x | x | x
- CCOCc1nnc(NC(=O)c2cc(C(=O)OC)cc([N+](=O)[O-])c2)s1
    -0.2% | 2.5% | -2.7% | -23.9 | -17.0% | 1.9% | x
- CCOC(=O)CNS(=O)(=O)c1cc(-c2n[nH]c(=O)c3ccccc23)ccc1C
    3.2% | 5.6% | 2.9% | 10.7 | -14.1% | -2.8% | 4.2%
- Cc1nc(NC(=O)CSc2nnc(C)n2CC2CCCO2)sc1C (stereo not drawn)
    4.7% | -5.5% | -1.4% | -9.4 | -7.9% | 0.2% | 7.2%
- CCCCSc1ncnc2[nH]ncc12
    -6.3% | -3.3% | -5.8% | -8.1 | -20.2% | -5.0% | 6.4%
- CCOC(=O)c1[nH]cc(-c2ccccc2)c1N1CCOCC1
    -0.5% | 8.2% | -24.2% | u | -15.6% | -7.8% | -4.9%
- O=C(CNc1n[nH]c(=O)[nH]c1=O)N/N=C/C=C/c1ccccc1
    -0.8% | -2.7% | 3.0% | 31.3 | -18.5% | 2.2% | u

Of the compounds above, 5 contain an NH in an aromatic ring.
Values run as follows: LmPK inh | AMA1 RON2 block | Tb PYK inh | HCMV inh | AmpC no deterg | AmpC detergent | Sm TGR block
- CCn1c(SCC(=O)c2c(N)n(C3CC3)c(=O)[nH]c2=O)nnc1-c1ccccc1OC
    x | 13.5% | -18.2% | 0.7 | -11.7% | -4.8% | -5.5%
- CCOC(=O)CNS(=O)(=O)c1cc(-c2n[nH]c(=O)c3ccccc23)ccc1C
    3.2% | 5.6% | 2.9% | 10.7 | -14.1% | -2.8% | 4.2%
- CCCCSc1ncnc2[nH]ncc12
    -6.3% | -3.3% | -5.8% | -8.1 | -20.2% | -5.0% | 6.4%
- CCOC(=O)c1[nH]cc(-c2ccccc2)c1N1CCOCC1
    -0.5% | 8.2% | -24.2% | u | -15.6% | -7.8% | -4.9%
- O=C(CNc1n[nH]c(=O)[nH]c1=O)N/N=C/C=C/c1ccccc1
    -0.8% | -2.7% | 3.0% | 31.3 | -18.5% | 2.2% | u

Further compounds
Values run as follows: LmPK inh | AMA1 RON2 block | Tb PYK inh | HCMV inh | AmpC no deterg | AmpC detergent | Sm TGR block
- Cc1ccc(SC(C)c2nc(-c3ccccc3)no2)cc1 (stereo not drawn)
    -1.3% | u | 4.0% | 1.7 | -18.7% | -7.3% | 3.2%
- COc1cccc(CNC(=O)CN2C(=O)NC(Cc3ccccc3)(c3ccccc3)C2=O)c1 (stereo not drawn)
    x | -16.2% | -0.4% | -16.3 | -15.8% | u | 9.5%
- Cc1ccc(N(C)S(=O)(=O)c2cccc(C(=O)Nc3ccc(N4CCOCC4)cc3)c2)cc1
    x | -7.1% | -4.4% | u | 108.8%[activator] | u | u
- CCNC(=O)c1sc(=S)n(-c2ccc(C)cc2)c1N
    1.4% | -12.4% | -15.6% | -10.3 | 0.8% | 1.3% | -19.2%
- COc1cccc(NC(=O)C(C#N)Cc2ccncc2)c1 (stereo not drawn)
    0.9% | -4.0% | -12.6% | 3.0 | -11.0% | -16.3% | -1.6%
- CCOc1ccc(NC(=O)N2CCC(NC(=O)c3ccco3)CC2)cc1
    -0.6% | 3.1% | 0.3% | 25.3 | -3.3% | -12.1% | 15.4%
- O=C(c1cccnc1)N1CCN(CCCc2ccccc2)CC1
    1.9% | -13.8% | 9.3% | -8.1 | 4.3% | u | 0.0%
- O=C(c1cc2ccccc2o1)N1CCN(c2cccc(Cl)c2)CC1
    0.1% | 7.0% | -0.2% | 19.4 | -14.5% | -5.2% | -16.8%
- Cc1ccc(C)c(N(C(=O)CNC(=O)c2ccco2)C(C(=O)NC2CCCCC2)c2cccnc2)c1 (stereo not drawn)
    -2.2% | 5.5% | 1.1% | -22.9 | -3.7% | -13.1% | -8.1%
- O=C(NCc1ccco1)c1ccc2ccccc2n1
    -2.1% | 0.7% | -6.3% | -27.8 | -10.3% | -2.1% | x
- Cc1ccc(-c2nc(C)c(C(=O)O)s2)cc1
    u | -0.3% | -12.2% | 85.1 | -12.4% | 2.6% | 3.5%
- Nc1nnn(Cc2ccccc2)n1
    -5.6% | -4.3% | 3.6% | 6.7 | -12.5% | -7.3% | -3.1%
